Rac1 wt modul = alters GTP binding to wildtype human Rac1; P63000; GST-Rac1 beads, fluorescent GTP binding, flow cytometry; actives lie on both sides; 0 = cold GTP competed, 100 = untreated; GTP binding activity (% of control), % at 10 µM; 190,000 compounds, 0.27% hits;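 active means GTP binding activity at least 20 points away from the 100% control level, either lower or higher; inconclusive means compound flagged as likely green fluorescent, judged across all proteins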
GSH fluor = compound fluoresces at 488/530 nm on GSH beads; GSH beads flow cytometry, compound fluorescence 488/530 nm; stronger effect = higher value; fluorescence (KMESF) at 10 µM; 190,000 compounds, 0.25% hits; in the data active means fluorescence above about 89;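 further: glutathione beads carrying GST-tagged Bcl family fusion proteins plus one bare bead set; values are compound well signal with DMSO vehicle wells as background; inactives centre near 16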
Avidin fluor = avidin bead compound fluorescence profile | Avidin beads, compound fluorescence 488/530 nm, flow cytometry; stronger effect = higher value | fluorescence (KMESF) at 10 µM | 220,000 compounds, 0.38% hits | AID 1775; in the data active means fluorescence above about 47; further: inactives centre near 10
Cdc42 wt GTP = modulators (inhibitors or activators) of GTP binding to human Cdc42 wildtype; percent activity (GTP binding), % at 10 µM; P60953; AID 761; 190,000 compounds, 0.2% hits; GST-Cdc42 beads, Bodipy-GTP binding, flow cytometry; actives lie on both sides;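 active means percent activity GTP binding at least 20 points away from the 100% baseline, either down as inhibitor or up as activator; inconclusive means compound flagged as likely green fluorescent from well-wide comparison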;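 further: median bead fluorescence of bound Bodipy-FL-GTP at 100 nM; 0% = excess unlabeled GTP control and 100% = no compound control; below 100% means less GTP binding so inhibitor and above means activator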
Target sequence (P60953 whole entry, looked up): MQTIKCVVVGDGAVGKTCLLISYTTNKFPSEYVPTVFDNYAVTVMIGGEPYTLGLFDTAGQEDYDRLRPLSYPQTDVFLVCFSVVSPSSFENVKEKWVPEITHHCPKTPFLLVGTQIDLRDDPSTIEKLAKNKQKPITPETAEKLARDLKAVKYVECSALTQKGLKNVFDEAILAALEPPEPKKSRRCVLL
ABCG2 inh = inhibitors of human ABCG2 transporter, ABCB1 counter-screen | Q9UNQ0 | IgMXP3 cells, JC-1 efflux, flow cytometry | inhibition, % at 6.6 µM | 190,000 compounds, 0.1% hits;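 active means inhibition above 80%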;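 further: 0% = DMSO and 100% = nicardipine control wells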
Target sequence (Q9UNQ0 whole entry, looked up): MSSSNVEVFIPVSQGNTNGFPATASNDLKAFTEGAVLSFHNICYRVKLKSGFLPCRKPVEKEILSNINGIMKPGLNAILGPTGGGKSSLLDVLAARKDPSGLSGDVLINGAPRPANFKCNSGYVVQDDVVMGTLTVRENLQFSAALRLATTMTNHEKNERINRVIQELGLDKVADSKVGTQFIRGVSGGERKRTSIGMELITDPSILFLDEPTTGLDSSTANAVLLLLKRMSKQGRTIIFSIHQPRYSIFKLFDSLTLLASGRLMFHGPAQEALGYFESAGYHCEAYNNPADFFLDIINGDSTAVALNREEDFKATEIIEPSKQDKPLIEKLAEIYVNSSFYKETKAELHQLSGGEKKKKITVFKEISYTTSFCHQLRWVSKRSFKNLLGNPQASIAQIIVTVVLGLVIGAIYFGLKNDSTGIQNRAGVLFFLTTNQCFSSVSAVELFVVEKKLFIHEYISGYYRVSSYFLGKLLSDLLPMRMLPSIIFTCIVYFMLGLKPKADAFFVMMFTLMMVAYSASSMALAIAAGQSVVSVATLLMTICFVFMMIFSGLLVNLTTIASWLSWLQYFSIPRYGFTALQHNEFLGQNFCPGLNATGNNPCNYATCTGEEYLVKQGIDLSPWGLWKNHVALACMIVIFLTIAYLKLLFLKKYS
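test system = two drug-resistant human cell lines, ABCG2 and ABCB1 | amount = 3 million cells/mL final, two lines in 1:1 ratio | reagent = JC-1 transporter substrate | doses = one concentration, 6.6 µM final | incubation = 10 min at 25 °C | signal = flow cytometric JC-1 green MFI at 530 nm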
Rac1 act GTP bind = human Rac1 activated mutant GTP binding change | P63000 | GST-Rac1 activated beads, fluorescent GTP binding, flow cytometry; actives lie on both sides; 100% means binding = to untreated wells | percent activity (GTP binding), % at 10 µM | 190,000 compounds, 0.11% hits | AID 764;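 active means GTP binding at least 20 percentage points away from the 100% baseline, in either direction, so actives lie on both sides; inconclusive means Compound likely fluorescent itself, or too few beads counted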
Rab7 wt modul = modulators of GTP binding to dog Rab7 wildtype GTPase; GST-Rab7 beads, fluorescent GTP binding, flow cytometry; actives lie on both sides; untreated = 100%, excess cold GTP = 0%; GTP binding activity (percent of control), % at 10 µM; 190,000 compounds, 0.055% hits;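 active means fluorescent GTP binding to Rab7 beads changed by at least 20 points from the 100% baseline, either direction, mostly lower; inconclusive means compound itself probably fluorescent, or too few beads counted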;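 further: median green fluorescence of bound Bodipy-FL-GTP per Rab7 bead population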
HRas wt GTP = modulators of GTP binding to human HRas wildtype; GTP binding activity, % at 10 µM; 190,000 compounds, 0.14% hits; P01112; GST-Ras wt beads, Bodipy-FL-GTP binding, flow cytometry; actives lie on both sides;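 active means GTP binding activity at least 20% away from the 100% baseline, either lowered as inhibitor or raised as activator; inconclusive means flagged as likely green fluorescent, judged across all proteins in the well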;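 further: 0% = unlabeled GTP competition control and 100% = no-compound control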
Target sequence (P01112 whole entry, looked up): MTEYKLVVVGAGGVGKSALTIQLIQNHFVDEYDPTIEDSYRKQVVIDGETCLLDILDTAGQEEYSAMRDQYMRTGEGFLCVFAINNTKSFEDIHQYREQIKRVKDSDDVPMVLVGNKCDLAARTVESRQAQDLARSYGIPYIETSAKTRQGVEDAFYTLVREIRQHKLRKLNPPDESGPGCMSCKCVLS
Rab2 wt GTP = changes GTP binding to wildtype dog Rab2A, up or down; GTP binding activity, % at 10 µM; GST-Rab2 wt beads, Bodipy-GTP binding, flow cytometry; 190,000 compounds, 0.19% hits; P61105; AID 760;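 active means GTP binding activity at least 20 points away from 100%, either lowered or raised; inconclusive means signal likely due to the compound's own green fluorescence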;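 further: 0% = beads with excess unlabeled GTP and 100% = no-compound control corrected for plate trend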
Pf gametocyte = inhibitors of late stage P. falciparum gametocyte viability; P. falciparum stage V gametocytes, ATP luminescence, 24 h; inhibition, % at 10.9 µM; 150,000 compounds, 0.065% hits;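 active means inhibition above the mean plus 3 SD of compounds within the control limits, set per campaign, cut at about 38% in these data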;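 further: 0% = DMSO wells and 100% = medium only without gametocytes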
ABCB1 inh = human ABCB1 inhibition, ABCG2 as counter-screen. inhibition, % at 6.6 µM. 190,000 compounds, 0.067% hits. CCRF-Adr cells, JC-1 efflux, flow cytometry; in the data active means inhibition above about 40%;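 further: 0% = vehicle and 100% = reference inhibitor; higher value means more JC-1 retained so stronger ABCB1 efflux block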
* hit, by the source's call; ? = inconclusive; . = not tested or not shown.

SMILES | Rac1 wt modul | GSH fluor | Avidin fluor | Cdc42 wt GTP | ABCG2 inh | Rac1 act GTP bind | Rab7 wt modul | HRas wt GTP | Rab2 wt GTP | Pf gametocyte | ABCB1 inh
NS(=O)(=O)c1ccc(NC(=S)N2CCN(Cc3ccc(Cl)c(Cl)c3)CC2)cc1 | 98 | 12 | 7 | 96 | 11 | 97 | 106 | 98 | 98 | 16 | 2.2
COc1cc(OC)cc(-c2nnc(SCC(=O)NCc3cccs3)o2)c1 | 94 | 13 | 16 | 97 | 5 | 93 | 93 | 96 | 95 | . | 0.8
COC(=O)C1(C)NC(=O)c2ccccc2N1 (stereo not given) | 105 | 21 | 7 | 101 | 2 | 100 | 99 | 101 | 97 | . | 0.7
CCN1CCN(c2ccc(S(=O)(=O)N3CCCCC3)cc2NC(=O)c2ccc(F)cc2)CC1 | 109 | 18 | 3 | 103 | 0 | 103 | 98 | 99 | 97 | -5 | 1.2
COc1ccc(OC(C)C(=O)Nc2cccc([N+](=O)[O-])c2)cc1 (stereo not given) | 101 | 6 | 2 | 103 | 22 | 100 | 102 | 102 | 98 | . | 1.5
O=C1CCCN1c1cc(Cl)cc(Cl)c1 | 101 | 11 | 27 | 98 | 11 | 98 | 106 | 98 | 98 | 4 | 1.1
Cc1nn(Cc2ccc(Br)cc2)c(C)c1NC(=O)c1nn(C)cc1Cl | 101 | 29 | 17 | 99 | -1 | 101 | 99 | 99 | 100 | . | 0.5
O=C(COC(=O)c1ccc[nH]c1=O)NC1CCCC1 | 103 | 26 | 5 | 102 | 1 | 100 | 102 | 101 | 99 | -7 | 0.3
CCc1ccc(OCC(=O)NC(=S)Nc2ccc(F)cc2)c(Br)c1 | 98 | 7 | 16 | 101 | 1 | 100 | 101 | 99 | 100 | . | 0.4
c1ccc(-n2nnc3c(N4CCOCC4)ncnc32)cc1 | 107 | 12 | 10 | 107 | 3 | 103 | 104 | 105 | 104 | -36 | 0.4
COC(=O)C1=C(C(C)=O)C(c2ccc(C)cc2)n2nnnc2N1 (stereo not given) | 94 | 56 | 8 | 97 | -1 | 93 | 100 | 96 | 94 | . | -0.1
CCCCC1CCC(C(=O)OCC(=O)Nc2ccc(S(N)(=O)=O)cc2)CC1 (stereo not given) | 103 | 9 | 13 | 96 | -5 | 102 | 97 | 103 | 98 | -1 | 0.3
OCC1CCCN(C(=S)Nc2ccc(Oc3ccccc3)cc2)C1 (stereo not given) | 100 | 9 | 2 | 98 | 3 | 95 | 97 | 98 | 97 | 0 | 0.5
CN(C(=O)COc1cc(=O)n(C)c2ccccc12)c1cccc(Cl)c1 | 95 | 15 | 7 | 96 | 4 | 97 | 99 | 99 | 98 | . | 0.8
Cn1c(=O)[nH]c(=O)c2c1nc(N1CCOCC1)n2CCN1CCOCC1 | 105 | 13 | . | 107 | 2 | 103 | 101 | 103 | 102 | . | 0.4
CC(NC(=O)CNC(=S)N(Cc1cccs1)C1CCCC1)c1ccccc1 (stereo not given) | 98 | 13 | 6 | 97 | 4 | 92 | 97 | 96 | 96 | -9 | 1.7
CC(C)c1ccc(C2CC(=O)c3cnc(N4CCc5ccccc5C4)nc3C2)cc1 (stereo not given) | 88 | 36 | 12 | 90 | 1 | 88 | 94 | 92 | 90 | 0 | 0.1
c1ccc2nc(-c3nc4ccccc4o3)ccc2c1 | 100 | 22 | 28 | 100 | 4 | 97 | 96 | 99 | 97 | . | 0.6
CCC1(NC(C)=O)CC2CC1CC2NC(C)=O (stereo not given) | 100 | 30 | 10 | 104 | 1 | 100 | 102 | 102 | 99 | . | 0.2
COc1ccccc1CCNC(=O)CSc1nc(-c2ccco2)cc(C(F)(F)F)n1 | 99 | 20 | 4 | 98 | 3 | 99 | 100 | 97 | 99 | . | -0.5
O=C(NCc1ccc(Cl)cc1)c1ccc(N2CCCC2=O)cc1 | 96 | 9 | 14 | 95 | 1 | 95 | 91 | 91 | 92 | . | -0.1
COc1cc(C)c(Cl)cc1S(=O)(=O)NC1CC(C)(C)NC(C)(C)C1 | 102 | 24 | 12 | 99 | 0 | 96 | 96 | 98 | 95 | . | 0.1
Cc1nnc(N(C)C(=O)Cc2ccc3c(c2)OCO3)s1 | 106 | 20 | 32 | 102 | 6 | 99 | 101 | 99 | 102 | 5 | -0.1
Cn1c(=O)c2c(nc(CN3CCN(C(=O)c4ccco4)CC3)n2Cc2ccc(Cl)cc2)n(C)c1=O | 107 | 22 | 23 | 102 | 12 | 101 | 99 | 102 | 102 | -2 | 10
Cc1ccc(S(=O)(=O)Nc2ccc(NC(=O)/C=C/C(=O)O)cc2)cc1 | 97 | 17 | 9 | 99 | 4 | 95 | 103 | 99 | 100 | 8 | 0.0
The list goes on:
SMILES | Rac1 wt modul | GSH fluor | Avidin fluor | Cdc42 wt GTP | ABCG2 inh | Rac1 act GTP bind | Rab7 wt modul | HRas wt GTP | Rab2 wt GTP | Pf gametocyte | ABCB1 inh
COCCNC(=O)C(c1cccs1)N(C(=O)Cn1nnc2ccccc21)c1ccccc1 (stereo not given) | 96 | 19 | 12 | 97 | 3 | 96 | 98 | 98 | 97 | . | 0.6
CN(C)c1nc(N)nc(CSc2ncc(Cl)cc2Cl)n1 | 96 | 33 | 19 | 95 | 10 | 92 | 96 | 96 | 95 | . | 1.3
NC(=O)C1CCN(c2ncccc2[N+](=O)[O-])CC1 | 96 | 22 | 11 | 100 | 0 | 96 | 105 | 97 | 99 | 12 | 0.1
O=C(Cn1c(=S)[nH]c2ccccc2c1=O)N1CCc2ccccc2C1 | 99 | 11 | 26 | 93 | 0 | 94 | 107 | 100 | 100 | -7 | -0.1
CCN(CC)c1ccc(/C=N/NC(=O)c2cccc(S(=O)(=O)Nc3ccccc3OC)c2)c(O)c1 | 97 | 4 | 9 | 97 | -22 | 97 | 93 | 95 | 95 | -24 | -2.1
CC(=O)Nc1ccc(S(=O)(=O)NC2(C(F)(F)F)C(=O)Nc3c2c(=O)n(C)c(=O)n3C)cc1 (stereo not given) | 105 | 12 | 9 | 102 | 2 | 99 | 102 | 102 | 99 | . | 0.4
Cc1cc(C)c(C#N)c(OCC(=O)c2ccc(Br)cc2)n1 | 104 | 16 | 39 | 103 | 3 | 100 | 102 | 103 | 101 | . | 0.6
O=C(COC(=O)C1CCCCC1)Nc1cc([N+](=O)[O-])ccc1F | 98 | 9 | 12 | 98 | 4 | 96 | 92 | 94 | 96 | . | -0.2
CCC(C)c1ccc(NC(=O)CC(C)=O)cc1 (stereo not given) | 106 | 45 | 4 | 102 | 0 | 100 | 99 | 101 | 101 | -19 | 0.0
O=C(CCN1CCN(c2ccccc2F)CC1)c1ccc(Br)cc1 | 100 | 25 | 29 | 97 | 5 | 94 | 98 | 97 | 97 | . | 0.6
CCn1c(CNc2cccc(C(F)(F)F)c2)n[nH]c1=S | 104 | 12 | 13 | 98 | 9 | 98 | 102 | 100 | 101 | -8 | 0.8
Cc1ccccc1NS(=O)(=O)c1ccc2[nH]c(=O)[nH]c2c1 | 96 | 13 | 21 | 96 | 1 | 94 | 95 | 94 | 96 | -19 | 0.2
COn1c(SCc2ccc(C)cc2C)nc2ccccc2c1=O | 108 | 20 | 31 | 103 | 0 | 100 | 103 | 104 | 105 | 10 | 0.1
O=C(CSc1nnc(-c2cccs2)n1CC1CCCO1)N1CCCC1 (stereo not given) | 97 | 10 | 8 | 98 | 1 | 97 | 107 | 99 | 99 | -2 | 0.4
Cc1ccc(C(=O)NCCc2cccc(Cl)c2)cc1[N+](=O)[O-] | 103 | 12 | 13 | 104 | 27 | 101 | 99 | 99 | 100 | . | 1.2
OCCn1c(C(F)(F)F)nc2ccccc21 | 96 | 13 | 19 | 93 | -1 | 95 | 98 | 96 | 96 | . | 0.3
Cc1ccc(S(=O)(=O)Cc2ccc(C(=O)OCc3ccccc3)cc2)cc1 | 98 | 22 | 17 | 97 | 4 | 97 | 100 | 98 | 97 | 11 | 1.0
CCOc1ccc(N2C(=O)CC(NCCNc3ccc(C(=O)c4cccs4)cc3)C2=O)cc1 (stereo not given) | 104 | 21 | 10 | 98 | 5 | 96 | 97 | 99 | 97 | -51 | 2.2
COC(=O)Nc1sc2c(c1C(N)=O)CCCCCC2 | 106 | 16 | 13 | 105 | 2 | 99 | 100 | 103 | 103 | . | 0.3
COc1ccccc1NC(=O)Cn1nc(C(F)(F)F)c2c1CCCC2 | 103 | 15 | 6 | 103 | 0 | 99 | 102 | 101 | 101 | -3 | -0.1
O=C1C(Cl)=C(NC2CCCCC2)C(=O)N1Cc1ccccc1 | 97 | 30 | 23 | 98 | 2 | 98 | 95 | 95 | 96 | 0 | 0.5
O=C(NCC1COc2ccccc2O1)C1CCCN(S(=O)(=O)c2cccc3cccnc23)C1 (stereo not given) | 105 | 24 | 8 | 102 | 5 | 101 | 101 | 102 | 102 | . | 2.0
OC1(c2ccc(Br)cc2)CN(c2ccccc2)C2=[N+]1CCS2 (stereo not given) | 98 | 16 | 10 | 96 | 8 | 93 | 106 | 97 | 101 | -5 | 0.9
COc1ccc(Cl)cc1NC(=O)CN(C)CC(=O)Nc1ccccc1N1CCOCC1 | 96 | 27 | 8 | 97 | 9 | 97 | 96 | 95 | 96 | -13 | 5.6
CCCn1nnc(NC(=S)NC(=O)CC)n1 | 101 | 17 | 38 | 102 | 1 | 98 | 98 | 100 | 101 | . | 0.0
Cn1c(C(=O)N2CCCc3ccccc32)cc2c(=O)n3ccccc3nc21 | 109 | 10 | 9 | 103 | 5 | 101 | 110 | 106 | 104 | . | 1.3
O=S(=O)(N/N=C\C=C\c1ccccc1)c1ccc(Cl)cc1 | 101 | 10 | . | 101 | 0 | 99 | 105 | 104 | 103 | 1 | 0.1
O=C(Cn1cc(C(F)(F)F)ccc1=O)N/N=C/c1ccc(Cl)cc1Cl | 106 | 9 | 4 | 102 | -2 | 101 | 102 | 103 | 100 | -1 | 0.1
COC(=O)C1=C(C)N(c2cc(C)cc(C)c2)/C(=C/c2ccco2)C1=O | ? | 17 | 10 | ? | 3 | ? | ? | ? | ? | -10 | 3.1
CC1C(=O)NN=C1C(=O)N/N=C/c1cccs1 (stereo not given) | 97 | 12 | 25 | 99 | 0 | 97 | 104 | 102 | 101 | -33 | -0.1

High-throughput results: PubChem, several laboratories
